Apaf1 inhib = blocks human Apaf-1 apoptosome activity; O14727; reconstituted apoptosome caspase-3 activity, DEVD-Rh110 fluorescence; inhibition, % at 20 µM; actives 0.71% (n = 330,000); AID 489030; active means inhibition of at least 40% at 20 µM;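 further: plate controls were DMSO wells for no effect and DEVD-CHO caspase inhibitor wells for full effect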
Target sequence (O14727 whole entry, looked up): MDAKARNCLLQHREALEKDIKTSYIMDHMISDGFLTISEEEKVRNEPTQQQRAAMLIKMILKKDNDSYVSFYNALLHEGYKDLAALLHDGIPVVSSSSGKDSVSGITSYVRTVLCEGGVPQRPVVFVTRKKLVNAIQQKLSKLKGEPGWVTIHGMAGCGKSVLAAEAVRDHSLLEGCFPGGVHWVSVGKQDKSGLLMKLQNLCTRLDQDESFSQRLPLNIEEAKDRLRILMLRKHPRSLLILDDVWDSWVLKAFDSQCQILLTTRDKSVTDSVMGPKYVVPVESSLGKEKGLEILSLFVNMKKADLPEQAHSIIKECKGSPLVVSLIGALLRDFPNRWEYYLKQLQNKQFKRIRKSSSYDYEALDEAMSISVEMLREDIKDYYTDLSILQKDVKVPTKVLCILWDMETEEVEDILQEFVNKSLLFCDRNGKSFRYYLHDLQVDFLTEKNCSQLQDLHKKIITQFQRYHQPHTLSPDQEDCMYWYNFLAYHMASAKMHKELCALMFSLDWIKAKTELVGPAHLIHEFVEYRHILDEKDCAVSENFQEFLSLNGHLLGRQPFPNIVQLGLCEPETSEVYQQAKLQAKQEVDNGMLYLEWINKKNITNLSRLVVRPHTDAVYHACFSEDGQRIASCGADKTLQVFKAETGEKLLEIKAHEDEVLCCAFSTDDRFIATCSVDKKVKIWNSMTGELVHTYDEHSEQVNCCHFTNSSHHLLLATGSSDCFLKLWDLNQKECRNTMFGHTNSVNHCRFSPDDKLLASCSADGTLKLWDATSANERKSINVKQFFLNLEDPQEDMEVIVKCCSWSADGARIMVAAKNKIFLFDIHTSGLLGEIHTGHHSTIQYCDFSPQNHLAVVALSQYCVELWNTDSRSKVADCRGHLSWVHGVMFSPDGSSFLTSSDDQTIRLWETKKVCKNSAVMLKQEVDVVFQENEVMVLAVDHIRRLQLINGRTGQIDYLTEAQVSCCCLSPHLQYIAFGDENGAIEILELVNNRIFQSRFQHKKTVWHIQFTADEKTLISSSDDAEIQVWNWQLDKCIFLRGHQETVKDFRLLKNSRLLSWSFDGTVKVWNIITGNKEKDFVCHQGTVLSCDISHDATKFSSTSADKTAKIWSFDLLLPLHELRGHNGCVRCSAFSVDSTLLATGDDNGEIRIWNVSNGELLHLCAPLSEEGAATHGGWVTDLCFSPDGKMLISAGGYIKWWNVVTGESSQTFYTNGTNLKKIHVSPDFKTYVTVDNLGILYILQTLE
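Material: biochemical Apaf-1 apoptosome reconstitution. Medium: Hepes buffer, pH 7.5. Also added: cytochrome c activation, bis-DEVD rhodamine 110 substrate. Timing: 30 min compound preincubation, 50 min activation, room temperature. Measured by: rhodamine 110 fluorescence at Ex 480/Em 540 nm.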
SENP8 inh = blocks the human protease SENP8. Q96LD8. purified SENP8, Z-RLRGG-aminoluciferin cleavage, luminescence. inhibition, % at 10 µM. actives 1.2% (n = 330,000). AID 2540
Gli-Sufu block = blocks Gli-Sufu signaling in a luciferase reporter; Sufu-KO-LIGHT fibroblasts, Gli luciferase reporter luminescence; inhibition, % at 5 µM; actives 0.74% (n = 340,000); AID 588413;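 active means inhibition above about 55%, limit read from the data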;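 further: 0% = DMSO-treated cells and 100% = wells with medium but no cells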
CCR6 antagonist = CCR6 (human) receptor antagonism. P51684. CHO-K1 CCR6 PathHunter beta-arrestin, luminescence, CCL20-stimulated. inhibition, % at 20 µM. actives 0.49% (n = 340,000). AID 493098;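 active means compounds whose inhibition of the agonist-driven luminescence signal at 20 µM reaches about 50%, limit read from the data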;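 further: cells stimulated with CCL20 at 14 nM final; plate controls were DMSO with CCL20 for no effect and DMSO without agonist for full effect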
EBI2 antag = blocks human EBI2 receptor beta-arrestin signaling | inhibition, % at 5 µM | EBI2 beta-arrestin recruitment, luminescence, 7a,25-OHC stimulated | P32249 | actives 0.81% (n = 360,000) | AID 651636; in the data active means inhibition above about 38%;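 further: enzyme fragment complementation signal reports receptor beta-arrestin coupling in cells; 0% = agonist plus DMSO wells and 100% = wells without agonist; some results beyond the cut were filed as inactive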
UBC13 inh = blocks human UBC13 polyubiquitin chain formation | P61088 | TR-FRET | inhibition, % at 20 µM | actives 0.47% (n = 330,000) | AID 485273; in the data active means inhibition above about 45%, passing the limit was not always enough
Jurkat NFkB inh = inhibitors of the PMA/ionomycin-induced NF-kB reporter in Jurkat cells; PMA/ionomycin-induced NF-kB luciferase reporter, luminescence; inhibition, % at 4 µM; actives 0.53% (n = 330,000); AID 435003
697 NFkB inh = lowers PMA/ionomycin-induced NF-kB signal in 697 B cells | 697 B-cell NF-kB luciferase reporter, 16 h | inhibition, % at 4 µM | actives 0.33% (n = 330,000); in the data active means inhibition above about 35%
* hit, by the source's call; . = not tested or not shown. Unless noted, no stated cut-off is given here; in the data, active means inhibition above about 50%; inactive means the rest. Some of the compounds tested, so the mix of outcomes need not match the whole.

Start of the listing, in advance (five entries):
1: COc1ccc(NC(=S)NCc2cccs2)c(OC)c1
2: CC(NC(=O)COC(=O)CCNC(=O)c1ccco1)C12CC3CC(CC(C3)C1)C2 (centres undefined)
3: CCC(C)c1ccc(OCc2ccc(C(=O)O)o2)cc1 (centres undefined)
4: CCOC(=O)CNC(=O)CSc1ccc(-c2nc3ccccc3[nH]2)cn1
5: Cc1nn(Cc2ccccc2)c(=O)n1N(C)c1ncc(C(F)(F)F)cc1Cl
screen / no.	1	2	3	4	5
Apaf1 inhib	-17	-13	-5	-3	-3
SENP8 inh	0	-2	94*	-15	-5
Gli-Sufu block	-7	-8	.	-6	6
CCR6 antagonist	7	-5	11	4	17
EBI2 antag	-7	5	-7	-25	-2
UBC13 inh	9	-5	7	2	6
Jurkat NFkB inh	-4	-2	34	-10	4
697 NFkB inh	13	1	-114	-3	-1

All compounds of this part, from the first entry:
1: COc1ccc(NC(=S)NCc2cccs2)c(OC)c1
2: CC(NC(=O)COC(=O)CCNC(=O)c1ccco1)C12CC3CC(CC(C3)C1)C2 (centres undefined)
3: CCC(C)c1ccc(OCc2ccc(C(=O)O)o2)cc1 (centres undefined)
4: CCOC(=O)CNC(=O)CSc1ccc(-c2nc3ccccc3[nH]2)cn1
5: Cc1nn(Cc2ccccc2)c(=O)n1N(C)c1ncc(C(F)(F)F)cc1Cl
6: O=C(NC1CC1)C1CCN(C2CCN(C(=O)/C=C/c3ccc(F)cc3)CC2)CC1
7: COc1ccc(C2N(C(C)=O)CCCN2S(=O)(=O)c2ccc(C)cc2)cc1 (centres undefined)
8: COc1ccc(CN=C(C#N)C2=C(O)c3ccccc3C2=O)cc1
screen / no.	1	2	3	4	5	6	7	8
Apaf1 inhib	-17	-13	-5	-3	-3	-2	3	14
SENP8 inh	0	-2	94*	-15	-5	2	4	-8
Gli-Sufu block	-7	-8	.	-6	6	1	13	4
CCR6 antagonist	7	-5	11	4	17	13	18	25
EBI2 antag	-7	5	-7	-25	-2	35	4	-4
UBC13 inh	9	-5	7	2	6	0	1	-6
Jurkat NFkB inh	-4	-2	34	-10	4	4	7	0
697 NFkB inh	13	1	-114	-3	-1	-1	2	5

9: COC(=O)c1ccsc1NC(=O)c1ccc2c(c1)OCCO2
10: CCC1CCCCN1CCNC(=O)C1CCN(S(=O)(=O)c2cccc3nsnc23)CC1 (centres undefined)
11: O=C(COC(=O)c1sc2cc(Cl)ccc2c1Cl)Nc1ncc(Cl)cc1Cl
12: Clc1ccc(C2CC(c3ccccc3)Nc3ncnn32)cc1 (centres undefined)
13: O=C(NCC1COc2ccccc2O1)C1(c2ccccc2)CCCC1 (centres undefined)
14: COc1ccc(S(=O)(=O)N2CCN(CC(O)COc3ccc(C#N)cc3)CC2)cc1OC (centres undefined)
15: CCOC(=O)C1=C(CSc2nc3c(cc2C#N)CN(C)CC3)OC(N)=C(C#N)C1c1ccncc1 (centres undefined)
16: C=CCC(C(=O)OC)(C(=O)OC)c1ccc([N+](=O)[O-])cc1[N+](=O)[O-]
screen / no.	9	10	11	12	13	14	15	16
Apaf1 inhib	11	-9	0	-2	4	1	17	-32
SENP8 inh	-15	0	-7	10	-5	-3	-10	0
Gli-Sufu block	-9	-22	.	3	-11	8	-2	-2
CCR6 antagonist	7	21	.	3	-2	-6	-6	2
EBI2 antag	10	-5	.	7	19	13	-7	-13
UBC13 inh	17	-2	10	9	5	-4	-6	-1
Jurkat NFkB inh	-29	10	4	-4	10	3	-9	4
697 NFkB inh	-9	-6	25	-1	3	-4	9	0

17: CC(=O)c1ccc(N2CCN(C(=O)c3ccc(S(=O)(=O)NCc4ccco4)cc3)CC2)cc1
18: Cc1cccnc1NC(=S)Nc1ccc(Br)cc1Cl
19: CC(Oc1ccc2ccccc2c1)C(=O)NNC(=S)NC(=O)c1ccco1 (centres undefined)
20: COc1ccc(CC(=O)Nc2nnc(CC(C)C)s2)cc1S(=O)(=O)N1CCOCC1
21: CCn1cc(C(=O)NCCCN2CCC(C)CC2)c2cc(OC)c(OC)cc2c1=O
22: CC(C)=CC(=O)N1CCC(N2CCC(C(=O)NCC3CCCO3)CC2)CC1 (centres undefined)
23: COc1cc(C(=O)N/N=C(\C)c2ccccn2)cc(OC)c1OC
24: O=C(CSc1ccc2c(c1)OCCO2)NC(=O)Cc1ccccc1
screen / no.	17	18	19	20	21	22	23	24
Apaf1 inhib	1	14	7	2	1	-2	-4	-2
SENP8 inh	-8	1	4	3	2	-6	-18	-9
Gli-Sufu block	7	-112	18	0	6	-19	50	-6
CCR6 antagonist	-5	3	32	3	7	7	42	-1
EBI2 antag	-9	1	-8	-12	-4	6	-3	3
UBC13 inh	-18	6	-22	0	2	-4	-19	-7
Jurkat NFkB inh	0	-126	-7	6	-9	-9	32	-5
697 NFkB inh	-8	-80	-14	-22	-30	-11	6	4

25: CCc1cc(C(=O)c2ccc(OC)cc2)c(NC(=O)COCC(=O)O)s1
26: C=CCNC(=O)C(C)N1c2cccc3cccc(c23)S1(=O)=O (centres undefined)
27: CCOC(=O)NC1(C(F)(F)F)NC(=O)N(c2ccc(F)cc2)C1=O (centres undefined)
28: CCC1=NN2C(=N)/C(=C\c3ccc(OCCOc4ccc(NC(C)=O)cc4)cc3)C(=O)N=C2S1
29: O=C1CCC(C(=O)OC(C(=O)Nc2cc(Cl)cc(Cl)c2)c2ccccc2)=NN1 (centres undefined)
30: Cc1ccc(-n2c(C)cc(C(=O)NS(=O)(=O)c3ccc(C)cc3)c2C)cc1
31: CCOC(=O)Cc1nnc(NC(=O)CSc2nncn2C)s1
32: COc1ccc(OCCC(=O)N2CCN(C)CC2)cc1
screen / no.	25	26	27	28	29	30	31	32
Apaf1 inhib	4	-12	-3	7	9	-6	-25	-3
SENP8 inh	4	-3	-3	2	-6	7	2	-2
Gli-Sufu block	36	6	-6	8	6	27	2	-4
CCR6 antagonist	3	-10	-2	8	5	10	1	14
EBI2 antag	3	5	-25	5	13	1	0	4
UBC13 inh	-9	9	7	1	17	-1	0	5
Jurkat NFkB inh	-13	4	-1	-5	13	0	1	-19
697 NFkB inh	1	-9	3	7	11	5	4	-6

33: COCC(=O)Nc1cc([N+](=O)[O-])ccc1OC
34: O=C(c1cccs1)N1CCN(c2nc3ccc([N+](=O)[O-])cc3s2)CC1
35: Cc1sc2nc(-c3ccncc3)[nH]c(=O)c2c1-c1ccccc1
36: CCC1(COC(NC(=O)c2cccnc2)(C(F)(F)F)C(F)(F)F)COC1
37: CC[C@@H](C)[C@@H]1CN([C@@H](C)CN2CCC[C@H]2CN2C(N)=NC[C@@H]2Cc2ccccc2)C(=N)N1CCCC1CCCC1
38: Cc1cc(NC(=O)CCC(=O)N(c2ccccc2)C(C(=O)NC(C)(C)C)c2ccccc2Cl)no1 (centres undefined)
39: O=C(c1cccc(F)c1)N1CCN(C(=O)c2cc3ncc(Br)cn3n2)CC1
40: COCc1nnc(NC(=O)CC(C)c2ccccc2)s1 (centres undefined)
screen / no.	33	34	35	36	37	38	39	40
Apaf1 inhib	3	-1	12	-3	62*	8	-9	-3
SENP8 inh	-1	-3	2	8	-5	3	-11	0
Gli-Sufu block	-12	13	.	-5	19	15	4	3
CCR6 antagonist	0	7	.	0	0	11	10	-7
EBI2 antag	-5	-13	.	5	3	-6	19	-9
UBC13 inh	-1	-3	9	-7	71*	0	-5	3
Jurkat NFkB inh	8	19	5	15	3	5	0	-3
697 NFkB inh	14	11	21	1	5	4	-9	0

41: O=S(=O)(NCC(c1ccco1)N1CCOCC1)c1ccc(Cl)cc1 (centres undefined)
42: O=C(NCCCN1CCOCC1)c1ccc2c(=O)n(Cc3cccc(Br)c3)c(=S)[nH]c2c1
43: CCOC(=O)CN(C(=O)Cn1nnc(-c2ccc(C)cc2)n1)C(CC)C(=O)NC1CCCC1 (centres undefined)
44: CCOC(=O)C1CCN(C(=O)c2ccccc2Oc2ccccc2)CC1
45: N#C/C(=C\c1ccc[nH]1)Sc1nc2ccccc2s1
46: COc1ccc(C(=O)N/C(=C\c2ccco2)C(=O)NCc2ccco2)cc1
47: COc1ccc(-n2nc(C(=O)NCC(=O)N3CCN(c4ccccc4)CC3)c3ccccc3c2=O)cc1OC
48: Cc1ccc(NC(=O)CN(C)C(=O)Cc2c(Cl)cccc2Cl)cc1
screen / no.	41	42	43	44	45	46	47	48
Apaf1 inhib	-14	22	6	-5	8	-12	14	6
SENP8 inh	8	3	1	1	3	10	1	-2
Gli-Sufu block	0	-10	-1	3	-1	-6	-41	23
CCR6 antagonist	-1	2	-12	1	3	3	-2	12
EBI2 antag	-4	6	-14	-3	4	5	0	5
UBC13 inh	4	49*	-3	7	0	-6	1	1
Jurkat NFkB inh	3	3	-7	-2	2	4	-36	11
697 NFkB inh	18	4	0	7	10	-13	-52	12

49: COc1ccccc1NC(=O)CSCc1cc(=O)n2ccsc2n1
50: O=C(N/N=C/c1ccco1)c1cc(-c2cccc3ccccc23)n[nH]1
51: CCCc1cnc(NCCNCC(O)COc2ccc(Cl)c(Cl)c2)nc1 (centres undefined)
52: O=C(NCc1ccco1)c1ccc(Cn2c(=O)c3ccccc3n(Cc3cccc(F)c3)c2=O)cc1
53: C=CC[C@@H](CC(=O)N[C@@H](CO)Cc1ccccc1)C(=O)NC[C@H](OC(=O)[C@@H](CC=C)Cc1ccc(F)cc1)c1ccccc1
54: C/[N+]([O-])=C/c1c(OCc2ccccc2)ccc2ccccc12
55: CN(C)S(=O)(=O)c1cccc(NC(=O)COC(=O)CCc2nc3ccccc3s2)c1
56: CCOc1ccc(OCC)c(NC(=O)C2CCN(c3nn4c(=O)cc(C)nc4s3)CC2)c1
screen / no.	49	50	51	52	53	54	55	56
Apaf1 inhib	1	19	27	20	20	-1	-11	4
SENP8 inh	8	-6	-11	-10	-10	0	-13	-1
Gli-Sufu block	-15	5	20	7	-3	2	-1	2
CCR6 antagonist	1	-19	1	17	-9	-7	10	-8
EBI2 antag	-6	-16	7	13	-48	-4	-12	0
UBC13 inh	-6	-3	16	-6	-13	3	6	-5
Jurkat NFkB inh	2	-10	10	9	12	2	-12	25
697 NFkB inh	-7	0	8	-29	6	-18	4	29

Part of the list above, with tabs:
item	canonical_smiles	Apaf1 inhib	SENP8 inh	Gli-Sufu block	CCR6 antagonist	EBI2 antag	UBC13 inh	Jurkat NFkB inh	697 NFkB inh
34	O=C(c1cccs1)N1CCN(c2nc3ccc([N+](=O)[O-])cc3s2)CC1	-1	-3	13	7	-13	-3	19	11
35	Cc1sc2nc(-c3ccncc3)[nH]c(=O)c2c1-c1ccccc1	12	2	.	.	.	9	5	21
36	CCC1(COC(NC(=O)c2cccnc2)(C(F)(F)F)C(F)(F)F)COC1	-3	8	-5	0	5	-7	15	1
37	CC[C@@H](C)[C@@H]1CN([C@@H](C)CN2CCC[C@H]2CN2C(N)=NC[C@@H]2Cc2ccccc2)C(=N)N1CCCC1CCCC1	62*	-5	19	0	3	71*	3	5

Additional structures follow:
57: S=c1[nH]nc(CCc2ccccc2)n1Cc1ccccc1
58: O=C(Cn1cccc1)N1CCc2ccccc21
59: CC1CCCCC1NC(=O)c1nnc(Cc2ccc(Cl)cc2)o1 (centres undefined)
60: Cc1ccc(NC(=O)CSCCc2ccccn2)nc1
61: CC(=O)c1ccc(Nc2nc3ccccc3nc2NS(=O)(=O)c2cccs2)cc1
62: O=C(O)c1ccc(CP(=O)(c2ccccc2)c2ccccc2)cc1
63: O=C(CNC(=O)c1ccccc1Br)N/N=C/c1cccs1
64: CCN(CC)S(=O)(=O)c1cccc(C(=O)NN2Cc3ccccc3C2=N)c1
65: Cc1ccc(S(=O)(=O)N2CCC3(CC2)OCCO3)c(C)c1
screen / no.	57	58	59	60	61	62	63	64	65
Apaf1 inhib	8	-17	6	1	3	-4	1	-4	1
SENP8 inh	-2	4	2	3	-13	-13	5	-4	3
Gli-Sufu block	10	-7	-3	-5	10	-5	4	-3	8
CCR6 antagonist	3	-8	1	-2	-20	1	-14	8	2
EBI2 antag	-1	-2	9	-3	-13	-8	0	-5	-2
UBC13 inh	-1	11	7	2	2	-12	5	-10	-3
Jurkat NFkB inh	-5	-2	4	6	-8	-7	3	-4	15
697 NFkB inh	-19	6	13	-1	9	-9	6	-10	-2
